High-throughput results as filed in PubChem.
Fluor 339 460: intrinsic fluorescence of library compounds, ex339/em460 – biochemical, MLSMR library, data from DPM-DC assay, artefact control, profiling panel. fluorescence fold increase at 10 µM. compound autofluorescence, ex339/em460 nm, NADH buffer; stronger effect = higher value; 1 = no-compound wells, NADH background. 5.5% of 65,000 active;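 active means at 10 µM, mean starting fluorescence two-fold or more over control wells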;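 further: signal is the first read of a kinetic run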
TNAP act mid DEA: human TNAP enzyme activators, primary screen, biochemical, luminescent, intermediate phosphate acceptor level; activation factor at 20 µM; purified TNAP, CDP-star luminescence, 100 mM DEA, 30 min; stronger effect = higher value; scale: 0 levamisole-inhibited, 1 vehicle-only enzyme; 64,000 tested, under 10 active;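 active means activation factor of at least 2 at 20 µM, relative to controls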
M1 antag: antagonists of rat M1 muscarinic receptor; Muscarinic acetylcholine receptor M1 (Rattus norvegicus), P08482; CHO-M1 cells, Fluo-4 calcium, ACh EC80 antagonist mode; stronger effect = lower value; B-score at 10 µM; 3.4% of 64,000 active; AID 628, 2007;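 active means calcium fluorescence response, raw or row-and-column corrected B-score, differing from the plate sample mean either way at a set confidence level, mostly lower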
RORa activator: activators of orphan receptor RORA, primary screen, cell-based, luminescence; CHO-K1 Gal4-RORA LBD luciferase reporter; percent increase over mock-subtracted basal signal; AID 560, 2006; 1.5% of 65,000 active; activation, % at 10 µM; Nuclear receptor ROR-alpha (Homo sapiens), P35398;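 active means activation above the mean of all tested compounds plus 3 SD, cut at about 49% in these data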;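 further: 0% = DMSO-treated RORA cells and 100% = added signal equal to DMSO minus mock-transfected cells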
Target sequence (P35398 whole entry, looked up, the tested form may be a part): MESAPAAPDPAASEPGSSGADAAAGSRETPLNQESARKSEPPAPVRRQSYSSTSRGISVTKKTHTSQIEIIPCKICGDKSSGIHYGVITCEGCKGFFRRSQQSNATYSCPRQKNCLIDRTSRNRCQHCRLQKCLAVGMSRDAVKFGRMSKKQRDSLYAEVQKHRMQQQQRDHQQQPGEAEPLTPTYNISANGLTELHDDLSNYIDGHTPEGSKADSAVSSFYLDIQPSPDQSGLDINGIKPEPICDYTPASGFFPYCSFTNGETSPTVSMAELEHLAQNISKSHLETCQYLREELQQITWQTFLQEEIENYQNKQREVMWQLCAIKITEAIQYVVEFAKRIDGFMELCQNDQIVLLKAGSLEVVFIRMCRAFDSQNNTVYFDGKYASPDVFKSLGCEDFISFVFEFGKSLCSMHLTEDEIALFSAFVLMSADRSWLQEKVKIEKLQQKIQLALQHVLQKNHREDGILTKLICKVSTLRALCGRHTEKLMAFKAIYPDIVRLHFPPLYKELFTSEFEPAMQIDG
NADH coupling: inhibitors of PK/LDH coupling enzymes, profiling panel, artefact control, biochemical, MLSMR library; coupled PK/LDH NADH assays, four targets; 0.02% of 65,000 active; IC50, µM (doses to about 10 µM), for inactives: at the highest dose inhibition;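 active means single-dose screening hits from any of four coupled enzyme assays that gave an IC50 when retested across doses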;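 further: the DPM-DC format reads NADH fluorescence rather than 340 nm absorbance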
M1 agonist: M1 muscarinic receptor agonists, primary screen, CHO-M1 cells, Fluo-4 calcium, agonist mode; Fluo-4 calcium fluorescence; stronger effect = higher value; Muscarinic acetylcholine receptor M1; B-score at 10 µM; 3% of 64,000 active; AID 626, 2007;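 active means fluorescence rise, raw or as B-score row- and column-corrected plate score, outside the 99.7% band of its plate's samples, either direction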
E coli RNAP: E. coli RNAP inhibitors, biochemical. DNA-directed RNA polymerase subunit beta (Escherichia coli (strain K12)), P0A8V2. E. coli RNA polymerase, fluorescence transcription assay. inhibition, %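 (tested at 10 µM)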. 0.2% of 62,000 active. AID 559, 2006; in the data active means inhibition above about 20%;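 further: 0% = enzyme without compound and 100% = no enzyme blank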
Ecoli tolC: growth inhibitors of E. coli tolC mutant, primary screen, strain BW25113 ΔtolC::kan, 384-well; OD615; growth inhibition, % at 10 µM (by protocol); 2.2% of 65,000 active;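 active means growth inhibition at or above a cutoff equal to the mean over every tested compound plus 3 SD, cut at about 60% in these data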;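 further: growth measured after 20 h incubation at 37 °C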
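signal = optical density read at 615 nm | test system = E. coli ΔtolC::kan strain BW25113 | timing = 20 h compound exposure of bacteria at 37 °C | buffer or medium = LB medium plus 50 µg/mL kanamycin | compound dosing = 10 µM final, single dose | evaluation = % inhibition of E. coli growth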
SF1 activator: activators of human SF-1, primary screen, cell-based, CHO-K1, Gal4-SF-1 LBD, luciferase luminescence. CHO-K1 Gal4-SF-1 LBD luciferase reporter; % increase over DMSO SF-1-specific signal. activation, % at 10 µM. Steroidogenic factor 1 (Homo sapiens), Q13285. AID 522, 2006. 1.9% of 65,000 active;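 active means activation above the mean activation of all tested compounds plus 3 SD, cut at about 50% in these data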
Target sequence (Q13285 whole entry, looked up, the tested form may be a part): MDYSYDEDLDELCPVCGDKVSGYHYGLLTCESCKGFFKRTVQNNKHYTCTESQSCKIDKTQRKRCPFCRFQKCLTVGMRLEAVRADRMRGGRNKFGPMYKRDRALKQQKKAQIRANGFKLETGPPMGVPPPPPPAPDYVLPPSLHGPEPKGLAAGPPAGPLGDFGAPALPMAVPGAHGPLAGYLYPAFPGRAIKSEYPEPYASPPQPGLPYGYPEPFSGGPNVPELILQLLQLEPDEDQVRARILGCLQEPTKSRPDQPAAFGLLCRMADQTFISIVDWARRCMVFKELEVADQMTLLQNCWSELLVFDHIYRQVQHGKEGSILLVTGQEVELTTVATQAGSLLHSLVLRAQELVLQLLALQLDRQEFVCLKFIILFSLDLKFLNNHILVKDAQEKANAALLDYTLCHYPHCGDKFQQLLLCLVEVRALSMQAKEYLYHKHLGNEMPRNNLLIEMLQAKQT
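Assay system: CHO-K1 cells co-transfected with Gal4 DBD–human SF-1 LBD, 5xGal4 luciferase reporter / Input: 4,000 cells per well / Incubation: 20 h compound exposure at 37 °C after 1 h cell settling / Detection: SteadyLite luciferase luminescence / Control set: DMSO negative control and −SF1 background wells / Replication: one test per compound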
Active calls of the source: *; . = no result given; [ ] = remark or other dose.

SMILES | Fluor 339 460 | TNAP act mid DEA | M1 antag | RORa activator | NADH coupling | M1 agonist | E coli RNAP | Ecoli tolC | SF1 activator
Cc1ccc(Cn2nnc3c(=O)n(CC(=O)NCC4CCCO4)cnc32)cc1 (stereo not drawn) | 1 | 0.9 | -0.047 | -6 | 4% | -0.25 | 16 | -4 | 3
Cc1nn(Cc2ccccc2)c(Cl)c1C(=O)OCc1nnc(-c2ccc(Cl)cc2)o1 | 1.1 | 1 | -1.3 | 0 | 1% | 2.1 | 5 | 41 | 1
CCOc1cc(C2C(C#N)=C(N)OC(C)=C2C(C)=O)cc(Br)c1O (stereo not drawn) | 1 | 0.8 | -0.027 | -13 | 2% | 23* | 7 | 10 | -12
CCCN1CCN(CCCNC(=O)Cn2nc(-c3ccccc3)ccc2=O)CC1 | 1.1 | 1 | 1.3 | -20 | 11% | -0.28 | -9 | -1 | 19
CC(=O)Nc1ccc(C(=O)CS(=O)(=O)c2ccc(C)cc2)cc1 | 1.1 | 0.9 | -2.4 | -2 | 1% | 0.08 | -5 | -16 | 3
Cc1cccc(Nc2nc(N)nc(CN3CCN(c4ccc(F)cc4)CC3)n2)c1 | 1.1 | 0.9 | 0.39 | -23 | 5% | -0.15 | 9 | 45 | -2
O=C(NC1CCCC1)C(c1cccs1)N(Cc1ccco1)C(=O)c1csnn1 (stereo not drawn) | 1.1 | 0.9 | 0.67 | -8 | 7% | 0.34 | 10 | -9 | 1
O=C(Cn1cnc2c(nnn2Cc2ccc(F)cc2)c1=O)NCC1CCCO1 (stereo not drawn) | 1.1 | . | 0.7 | 5 | 7% | -0.22 | . | 0 | 0
COc1cccc(C(c2nnnn2C(C)(C)C)N2CCN(C3CCCCC3)CC2)c1OC (stereo not drawn) | 1.1 | 0.9 | -0.75 | -17 | 8% | -0.54 | 3 | -6 | -5
CCCC1(C(=O)OC)NC(c2ccco2)C2C(=O)N(c3ccc(C)cc3)C(=O)C21 (stereo not drawn) | 1 | 0.9 | 0.12 | -8 | 6% | -0.2 | 9 | -1 | -8
N#Cc1ccc(COC(=O)c2ccc3c(=O)[nH]c(CN4CCOCC4)nc3c2)cc1 | 1.1 | 1 | 0.3 | -30 | 5% | -0.76 | 6 | -9 | -11
O=C(C1CCCCC1)N1CCC(c2nc3c(nnn3Cc3ccccc3Cl)c(=O)[nH]2)CC1 | 1.1 | 0.8 | 0.3 | 6 | 6% | -0.051 | 1 | 18 | -10
Cn1nnnc1SCCNCc1ccncc1 | 1.1 | 0.8 | -0.18 | -14 | 5% | -0.074 | 5 | -14 | 5
CC(C)/C=C1\CCCCC1N(C)C(=O)NC(C)C (stereo not drawn) | 1.1 | 0.9 | 0.92 | -7 | 3% | 0.69 | 4 | 1 | -6
O=C(CSc1nnnn1Cc1ccccc1)Nc1ccc2c(c1)OCCO2 | 1.1 | 1 | 1.7 | -17 | 4% | -0.44 | 12 | 22 | 3
O=C(c1cc2c(ccc3ccccc32)oc1=O)N1CCN(CCO)CC1 | 2.1* | 1 | 0.0019 | 4 | 4%[fluoresces] | -0.47 | -1 | -10 | -27
O=C(Nc1ccc2c(c1)OCCO2)c1ccc(CN2CCOCC2)cc1 | 1.1 | 1 | -0.0079 | 9 | 6% | 0.094 | 6 | -16 | 37
COc1cc(C(=O)NCC(=O)n2nc(C)cc2C)cc(OC)c1OC | 1.1 | 0.9 | 0.63 | -9 | 0% | 0.05 | 2 | 10 | 12
CC1(C)Oc2ccc(C(=O)N3CCc4ccccc43)cc2N(CC(=O)N2CCCC2)C1=O | 1.1 | 0.9 | -1.7 | -3 | 4% | -0.33 | 11 | -22 | 6
COc1ccccc1OCCSc1nnc(C)n1-c1ccccc1 | 1.1 | 0.9 | -0.38 | -12 | 8% | 0.61 | 2 | 1 | 15

One compound at a time (already shown):
O=C(c1cc2c(ccc3ccccc32)oc1=O)N1CCN(CCO)CC1 across the screens: Fluor 339 460: 2.1*; TNAP act mid DEA: 1; M1 antag: 0.0019; RORa activator: 4; NADH coupling: 4%[fluoresces]; M1 agonist: -0.47; E coli RNAP: -1; Ecoli tolC: -10; SF1 activator: -27
O=C(Nc1ccc2c(c1)OCCO2)c1ccc(CN2CCOCC2)cc1 across the screens: Fluor 339 460: 1.1; TNAP act mid DEA: 1; M1 antag: -0.0079; RORa activator: 9; NADH coupling: 6%; M1 agonist: 0.094; E coli RNAP: 6; Ecoli tolC: -16; SF1 activator: 37

(next part)
SMILES | Fluor 339 460 | TNAP act mid DEA | M1 antag | RORa activator | NADH coupling | M1 agonist | E coli RNAP | Ecoli tolC | SF1 activator
COc1ccc2c(c1)-c1nc(NC(=O)c3ccco3)sc1CC2 | 1.2 | . | 1.5 | . | 10% | 0.5 | . | 37 | .
COc1cccc(CNC(=O)C2CCN(S(=O)(=O)c3ccc4c(c3)CCC(=O)N4)CC2)c1 | 1 | 1.1 | 0.71 | 19 | 4% | -0.58 | 13 | -3 | 4
Cc1cc(C)nc(-n2nc(C)cc2Nc2ccccc2)n1 | 1.1 | 0.9 | -0.28 | -2 | 8% | -0.17 | 5 | 76* | -20
COc1cccc(-n2c(C)nc3c(cnn3-c3ccc(C)cc3)c2=O)c1 | 1 | 0.9 | -0.13 | -15 | 1% | 0.29 | 2 | 1 | 7
O=C(CCN1C(=O)c2ccccc2C1=O)Nc1ccc(F)cc1 | 1.1 | 1 | 0.74 | 9 | 2% | -0.32 | -2 | -7 | -4
Cn1c(=O)c2cc(S(=O)(=O)NCCC(=O)Nc3ccccc3F)ccc2n(C)c1=O | 1.1 | 1 | 0.96 | 6 | 4% | 0.64 | -4 | -19 | -6
COc1ccccc1C(=O)Nc1nnc(-c2ccc3c(c2)CCCC3)o1 | 1 | 0.9 | -0.33 | 18 | 5% | 0.094 | 7 | 98* | 0
Cc1onc(-c2ccccc2)c1C(=O)NC(CC(=O)O)c1ccc(OC(C)C)cc1 (stereo not drawn) | 1.1 | 0.9 | 0.45 | 22 | 1% | -0.057 | 5 | 5 | 14
COc1ccccc1NC(=O)CC1Nc2ccccc2NC1=O (stereo not drawn) | 1.4 | 1 | 0.11 | 9 | 10% | -0.65 | 5 | 17 | -6
O=C(C1CCC1)N1CCc2cc(S(=O)(=O)Nc3ccc4c(c3)OCCO4)ccc21 | 1.1 | 0.9 | 0.12 | -45 | 7% | -0.64 | 3 | -18 | -34
Cc1cc(C(=O)N2CCc3ccccc32)c2ccccc2n1 | 1.1 | 1 | 0.34 | -10 | 6% | 0.45 | 4 | -2 | 13
CCOC(=O)c1c2n(c3ccc(O)cc13)CCC2 | 1.1 | . | 0.89 | -14 | 3% | 1 | . | -3 | -11
Cc1cc(=O)[nH]c(SCn2nnc3ccccc3c2=O)n1 | 1.1 | 0.9 | 0.24 | -19 | 1% | -0.37 | 4 | -13 | 2
Cc1ccc2cc(CN(Cc3ccco3)C(=O)C3CCCCC3)c(=O)[nH]c2c1C | 1.5 | 1 | -0.44 | 8 | 5% | 0.11 | 0 | -4 | -2
O=C(O)CCCC(=O)Nc1nc2n(n1)C(c1ccc(F)cc1)CC(c1ccc(Cl)cc1)N2 (stereo not drawn) | 1.1 | 0.9 | 2.5 | 4 | 8% | -0.66 | 6 | -11 | -8
O=c1oc2c(CN3CCCCCC3)c(O)ccc2cc1-c1nc2ccccc2[nH]1 | 4.7* | 1.1 | -17* | 38 | 3%[fluoresces] | 248* | -13 | 29 | 8
CCS(=O)(=O)N1CCN(C(=O)CCC2CCCC2)CC1 | 1.1 | 0.8 | 0.8 | -5 | 0% | -0.11 | 5 | -8 | -5
O=C(Nc1cccnc1)c1cc(-c2ccc(Br)cc2)on1 | 1.1 | 0.9 | -0.86 | 8 | 3% | 0.38 | 9 | -2 | 16
Cc1ccc(Cl)cc1N1CCN(S(=O)(=O)c2cnc[nH]2)CC1 | 1.1 | 1 | -0.017 | 8 | 5% | -0.82 | -5 | 14 | -4
COCCN1Cc2cccc(C(=O)Nc3c(C)cc(C)cc3C)c2C1=O | 1.1 | 0.9 | 0.61 | -8 | 0% | 1.5 | 1 | 13 | 4
CCOc1cc(CN2CCOCC2)cc(C(C)=O)c1 | 1.1 | 0.8 | -0.11 | 1 | 5% | -1.1 | 6 | 20 | 14
Cc1ccc(CCNC(=O)c2nnn(-c3cc(C)cc(C)c3)c2N)cc1 | 1.1 | 0.9 | 1.2 | -12 | 2% | 0.033 | 1 | -8 | 5
CC(C)OC(=O)CN1C(=O)C(C)(C)Oc2ccc(C(=O)NC3CC3)cc21 | 1 | 1 | -0.13 | 5 | 3% | -0.36 | 6 | -13 | -5
CCOC(=O)C1=C(C)Nc2nc3ccccc3n2C1c1ccncc1 (stereo not drawn) | 1.4 | 0.9 | 0.57 | 4 | 6% | 0.048 | 5 | -7 | 9
O=C(Nc1nsc(-c2ccccc2)n1)c1cccs1 | 1.3 | 0.9 | 1.3 | 47 | 7% | 0.069 | 5 | -11 | 77*
Cn1cc(CC(=O)N2CCN(c3ccc(Cl)cc3)CC2)c2ccccc21 | 1.1 | 1 | 0.11 | -6 | 7% | 0.099 | 14 | 43 | 3
Cc1cccc(C)c1NC(=O)C(c1ccccc1)N1CCN(C(=O)c2ccco2)CC1 (stereo not drawn) | 1.1 | 1 | 0.28 | 1 | 29% | 0.11 | 6 | -4 | -15
CC(CN(C)Cc1ccccc1)OC(=O)C1COc2ccccc2O1 (stereo not drawn) | 1.1 | 0.9 | -0.51 | -2 | 4% | 0.27 | 2 | -16 | 5
CCOC(=O)N1CCC(NC(=O)c2cc(C(=O)Nc3ccc(F)cc3F)ccc2CO)CC1 | 1.1 | 0.9 | -0.43 | 0 | 4% | -1.1 | 1 | -6 | 4
[O-]/[N+](=C\c1ccccc1)[C@@H]1CCCC[C@@H]1/[N+]([O-])=C/c1ccccc1 | 1 | 0.9 | 0.012 | 12 | 10% | 0.31 | 1 | -24 | -6
CCOc1ccc(OCC)c(NC(=O)CSCC(=O)O)c1 | 1.1 | 0.9 | 0.5 | -6 | 5% | 0.012 | 2 | -29 | -15
COC(=O)c1ccc(CSc2nc(-c3ccco3)cc(C(F)(F)F)n2)o1 | 1.2 | . | -0.46 | -9 | 2% | -0.6 | . | 49 | 6
CSCC[C@H](NC(=O)OC(C)(C)C)c1nnc(SCc2ccc(F)cc2)o1 | 1.1 | 0.8 | 0.014 | -10 | 6% | -1 | 13 | 53 | -3
O=C(NC1CCCC1)C1CC(=O)N(C2CCCCCCC2)C1 (stereo not drawn) | 0.99 | 0.9 | -0.42 | 6 | 5% | -0.4 | -5 | -6 | -14
Cc1ncoc1C(=O)Nc1cccc(Cl)c1 | 1 | 0.9 | 0.15 | 33 | 5% | 0.7 | 6 | -4 | 46
NS(=O)(=O)c1ccc(NS(=O)(=O)/C=C/c2ccccc2)cc1 | 1.1 | 1 | 0.73 | -7 | 3% | -0.086 | 3 | 5 | 17
